Assay outcomes from PubChem BioAssay.
Pemphigus Ab inh – human desmoglein-3 autoantibody binding inhibition | 0.48% of 310,000 active | binding (percent of control), % at 10 µM | DSG3-coupled beads, scFv-anti-DSG3-GFP binding, flow cytometry; stronger effect = lower value | P32926 | AID 588358;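 active = binding more than 3 SD below its plate's average and above zero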;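 also: hits lower antibody fragment binding to DSG3; some compounds called inactive have numbers as strong as hits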
NSD2 inh – NSD2 (human) methyltransferase inhibition. NSD2 peptide methylation, AlphaScreen, 120 min. inhibition, % at 12.5 µM. 0.54% of 310,000 active. AID 743445; in the data active = inhibition above about 50%
SR-BI DiI inh – mouse SR-BI HDL lipid transfer inhibition; Q61009; ldlA[mSR-BI] CHO cells, DiI-HDL uptake fluorescence, 3 h; 0.96% of 320,000 active; inhibition, % at 12.5 µM;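 active = mean replicate inhibition of at least 70% and a set share of replicates each scoring 70 or more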;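 also: 0% = median of neutral control wells and 100% = median of positive control wells; values of inactives mirror those of a sister screen read the other way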
Target sequence (Q61009 whole entry, looked up): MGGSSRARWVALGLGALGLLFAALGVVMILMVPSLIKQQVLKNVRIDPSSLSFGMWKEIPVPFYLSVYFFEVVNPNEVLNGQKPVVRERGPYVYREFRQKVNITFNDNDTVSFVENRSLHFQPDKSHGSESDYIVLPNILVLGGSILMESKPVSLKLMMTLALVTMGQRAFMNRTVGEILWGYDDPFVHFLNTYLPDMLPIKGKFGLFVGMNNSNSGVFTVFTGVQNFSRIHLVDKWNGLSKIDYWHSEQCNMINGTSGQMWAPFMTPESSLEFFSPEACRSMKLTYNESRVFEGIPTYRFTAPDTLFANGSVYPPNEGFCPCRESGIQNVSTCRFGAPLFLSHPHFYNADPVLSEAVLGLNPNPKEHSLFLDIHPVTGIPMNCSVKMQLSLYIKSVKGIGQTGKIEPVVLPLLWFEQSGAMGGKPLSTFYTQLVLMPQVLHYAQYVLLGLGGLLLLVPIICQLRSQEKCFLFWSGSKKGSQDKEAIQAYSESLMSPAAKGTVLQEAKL
SUMO Mot1 rescue – inhibitors of SUMOylation pathway: yeast Mot1-301 growth rescue; S. cerevisiae Mot1-301 growth rescue, ATP luminescence, 38.5C; percent above DMSO median, 100 means doubled; growth rescue, % at 18.8 µM; 1% of 320,000 active;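 active = every valid replicate shows activation above 250% relative to neutral control wells; inactive = the rest, any valid replicate at or below 250%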;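 also: OY570 slx delta 5 strain wells were the positive control but not used for scaling; some compounds called inactive have numbers as strong as hits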
PKA-R1A act – activators of PKA-R1A complex; P00514+P68181; PKA-R1A dissociation, Cy5-IP20 fluorescence polarization; scaled: DMSO 0%, 113 µM cGMP 100%; activation, % at 11.4 µM; 0.083% of 340,000 active; AID 504707;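 active = percent activation above the mean of all tested compounds plus 3 SD, cut at about 19% in these data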;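 also: higher means more PKAc released from R1A so a rise in polarization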
MITF TRPM1 HTS – MITF TRPM1 promoter activation in melanoma cells. SK-MEL-5 TRPM1-promoter luciferase, 24 h; % of positive control, neutral wells = 0. activation, % at 12.5 µM. 0.75% of 300,000 active;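 active = mean activation of at least 80% with every replicate also reaching 80%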;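 also: 0% = neutral control wells and 100% = parthenolide positive control wells; values of inactives mirror those of a sister screen read the other way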
CDK5 inh – CDK5/p35 (human) kinase inhibition; Recombinant CDK5/p35, ADP-Glo luminescence, 60 min; inhibition, % at 10 µM; 0.01% of 330,000 active; AID 488839;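 active = highest replicate inhibition of at least 50% and at least 75% of replicates reaching 50%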;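 also: plate controls were DMSO neutral control for no effect and GW8510 at 10 µM for full effect; many of its hits are not listed in these tables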
Arrestin-AP2 inh – inhibitors of human beta-arrestin and AP2 interaction; FITC-arrestin peptide / GST-AP2 beads, flow cytometry; AP2 beta2 appendage carries R879A mutation; inhibition, % at 10 µM; 0.31% of 340,000 active;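 active = inhibition above a set limit, near 3 SD of compounds lacking own fluorescence, cut at about 54% in these data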;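 also: plate controls were DMSO wells for no effect and 5 µM unlabelled arrestin peptide for full effect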
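Material – GST-tagged AP2 beta2-adaptin appendage (R879A) on 4 µm glutathione beads · Probe or stimulus – fluorescein-tagged arrestin peptide at 50 nM final · Timing – 12 min plus 1 h, RT · Detection – bead flow cytometry, FITC channel · Read-out basis – inhibition as reduced fluorescein signal on beads, percent · Medium – PBS plus Tween 20 (0.05%) and BSA (0.1%)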
SR-BI uptake up – activators of SR-BI mediated HDL lipid uptake; AID 504775; CHO ldlA[mSR-BI] cells, DiI-HDL uptake fluorescence, 3 h; 100 = double the neutral-control signal; 0.096% of 320,000 active; activation, % at 12.5 µM;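 active = mean replicate activation of at least 60% and every replicate at or above 60%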;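 also: 0% = median plate neutral-control signal and 100% = twice that signal; values of inactives mirror those of a sister screen read the other way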
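material = CHO ldlA[mSR-BI] cells | medium = Ham's F12 with 0.5% BSA, HEPES 25 mM, pH 7.4 | reagent = fluorescent DiI-HDL, 10 µg/mL final | compound dosing = single-point compound dose | incubation = 3 h, 37 °C | measured by = bottom-read fluorescence, 550/595 nm | measure = HDL uptake via cellular fluorescence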
PKA-R2B act – activates the human PKA-R2B holoenzyme complex; PKA-R2B holoenzyme dissociation, Cy5-IP20 fluorescence polarization; R2B truncated from residue 108, S112A mutant; 0% DMSO only, 100% 113 µM cGMP; 0.079% of 340,000 active; AID 504700; activation, % at 11.4 µM; P22694+P31323;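 active = activation above a cutoff set at the mean over all compounds plus 3 SD, cut at about 18% in these data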;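 also: higher means more holoenzyme dissociation and a rise in polarization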
Target sequence (P31323 whole entry, looked up, other chains not shown, the tested form may be a part): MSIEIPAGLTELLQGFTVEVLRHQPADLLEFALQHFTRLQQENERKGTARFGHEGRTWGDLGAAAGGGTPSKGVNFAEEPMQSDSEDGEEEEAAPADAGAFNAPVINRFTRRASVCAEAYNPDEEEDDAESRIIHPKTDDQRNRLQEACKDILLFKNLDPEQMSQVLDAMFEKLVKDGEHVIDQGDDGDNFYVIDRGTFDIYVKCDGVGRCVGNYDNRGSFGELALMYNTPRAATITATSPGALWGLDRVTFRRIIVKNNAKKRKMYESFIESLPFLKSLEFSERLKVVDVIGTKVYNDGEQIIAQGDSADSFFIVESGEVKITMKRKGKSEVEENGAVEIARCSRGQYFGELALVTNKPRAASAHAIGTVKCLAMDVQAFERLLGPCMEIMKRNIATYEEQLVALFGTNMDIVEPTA
dFosB activator – enhances mouse delta FosB homodimer DNA binding; P13346; purified delta FosB, TAMRA-CDK5 oligo fluorescence polarization; percent of positive-control signal above neutral wells; activation, % at 25 µM; 0.99% of 340,000 active;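 active = mean activation above about 17%, with every replicate also reaching it, limit read from the data, passing the limit was not always enough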;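 also: fluorescence polarization rise as delta FosB binds a TAMRA Cdk5 AP-1 oligo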
Starred values were filed as active, the others as inactive; . = not tested or not shown.

SMILES | Pemphigus Ab inh | NSD2 inh | SR-BI DiI inh | SUMO Mot1 rescue | PKA-R1A act | MITF TRPM1 HTS | CDK5 inh | Arrestin-AP2 inh | SR-BI uptake up | PKA-R2B act | dFosB activator
O=C(Nc1ccc(Cl)cc1)c1csc(-c2ccncc2)n1 | 102 | 0 | 11 | -18 | -4 | -3 | 4.0 | -5 | -11 | -5 | -20
Cc1cccc(C=Nc2ccc3c4c(cccc24)CC3)c1O | . | 1 | 10 | 212 | -4 | 3 | 0.2 | -32 | -10 | 2 | 3
O=[N+]([O-])c1ccc(N2CCOCC2)c([N+](=O)[O-])c1 | 91 | 1 | -21 | . | -8 | 0 | -0.1 | -11 | 21 | -3 | 4
Cc1cc(CNC(=O)COC(=O)c2ccc(Cl)c(N)c2)cc(C)c1O | 101 | 0 | 12 | 20 | -13 | -3 | 0.7 | -5 | -12 | 2 | -2
CCC(=O)NCCc1nc2cc(NC(=O)COc3ccccc3)ccc2n1C | 111 | 3 | . | -6 | -1 | . | 0.0 | 10 | . | -3 | 0
CCN(CC)C(=O)Oc1c(Cl)cc(Cl)c2cccnc12 | 97 | -3 | 39 | -1 | 3 | -20 | -0.1 | -1 | -39 | -10 | -3
CCOc1ccc(CNC(=O)CCCOc2cc(=O)n(C)c3ccccc23)cc1 | . | -2 | -17 | 188 | -7 | . | 0.8 | 19 | 17 | -2 | -8
CCNc1nc(NCC)nc(N/N=C/c2cc(OC)c(OC)c(OC)c2)n1 | 102 | -1 | 25 | -8 | -14 | . | 2.1 | -3 | -25 | -20 | 7
S=c1sc(SCCOc2ccccc2)nn1-c1ccccc1 | 110 | -1 | 11 | -12 | 15 | 23 | 0.1 | -16 | -11 | 8 | 0
CCN(CC)CCOc1ccc2c(c1)C(=NO)c1cc(OCCN(CC)CC)ccc1-2 | 103 | -2 | -23 | 7 | 1 | -102 | 0.7 | 17 | 23 | 0 | 56*
CCN1C=C(Cc2cccs2)C2=C(C1)C(c1cccs1)C(C#N)=C(N)O2 (centres undefined) | 105 | 9 | 8 | -20 | -2 | 15 | -1.2 | -2 | -8 | 1 | -15
Cc1cccc(NC(=O)c2nc[nH]c2C(=O)N2CCN(c3ccccc3)CC2)c1 | 96 | . | -1 | -16 | 0 | -6 | -0.6 | -3 | 1 | -3 | -3
O=C(O)C1OC2OC3(CCCCC3)OC2C2OC3(CCCCC3)OC12 (centres undefined) | . | -4 | -23 | -23 | -11 | 3 | 1.7 | 14 | 23 | 10 | 1
COc1ccc(NC(=O)c2cc(C)no2)cc1Cl | 104 | 1 | 10 | 432* | 2 | 2 | -0.7 | 4 | -10 | -5 | -4
Cc1ccc(N2CCN(c3ccc(C)cc3)C(CC(=O)O)C2=O)cc1 (centres undefined) | . | 5 | -4 | -15 | 1 | . | 2.9 | 1 | 4 | -9 | -6
CCN(CC)S(=O)(=O)c1ccc(S(=O)(=O)N2CCCC2C(=O)O)cc1 (centres undefined) | 96 | 0 | -19 | 168 | 5 | 3 | 3.0 | 40 | 19 | 6 | -3
CCCCNS(=O)(=O)c1ccc(Br)cc1N1CCC[C@H]1CO | 96 | . | 5 | . | -4 | 1 | 0.9 | 6 | -5 | 2 | -10
Fc1cc(F)c2nc(N3CCOCC3)sc2c1 | 105 | -1 | -10 | 1 | 8 | 33 | -0.4 | 30 | 10 | -1 | 6
CCC(=O)Nc1sc(C(=O)OC)c(C)c1C(=O)OC | 101 | . | 27 | 17 | -5 | 4 | 1.1 | -3 | -27 | 3 | -22
COC(CNC(=O)c1cc(Sc2nnc(C)s2)nc2ccccc12)OC | 104 | -1 | -1 | 2 | -5 | 2 | 0.7 | 7 | 1 | -4 | -14
CCC1=C(OC(=O)N(CC)CC)N2C(=O)OC(=NCC(=O)OC)[C@]2(C)[C@H]2C1=CC[C@H]1C(=O)N(CC(=O)OC)C(=O)[C@H]12 | 101 | . | -12 | -9 | -10 | 13 | 1.4 | -3 | 12 | -8 | -3
C=C1C(=O)O[C@H]2C[C@H]1[C@@H](OC(C)=O)C/C(C)=C/CC/C(C)=C\CC[C@]2(C)O | 94 | . | -17 | . | -5 | -99 | -0.4 | -4 | 17 | -12 | -15
CCOc1ccc(C(=O)NCC(=O)OCC(=O)N2CCC(C)CC2)cc1 | 99 | -5 | -32 | 22 | -6 | -4 | -0.3 | 23 | 32 | -3 | 5
Cc1ccc(S(=O)(=O)N2CCN(C(=O)c3ccccc3)C2)cc1[N+](=O)[O-] | 98 | 25 | -10 | 154 | -2 | -1 | 0.5 | 17 | 10 | -3 | 0
C/C(=N\NC(=O)Cc1ccc(Cl)cc1)c1cccnc1 | 97 | -4 | -11 | -4 | 1 | 4 | -0.1 | 18 | 11 | 3 | -2
CN(C)C(=O)CN(C)S(=O)(=O)c1ccc(Cl)cc1 | 99 | 19 | 5 | -11 | -1 | -2 | -12 | -3 | -5 | -4 | 0
CCOc1ccc(C(C(=O)NC2CCCCC2)N(C(=O)Cc2cccs2)c2ccc(-n3cnnn3)c(OC)c2)cc1 (centres undefined) | 92 | 4 | 51 | -6 | -2 | -7 | -4.3 | 2 | -51 | -6 | 5
CCn1c(C)c(C(C)=O)c(N2CCCCC2)nc1=S | 104 | 2 | -2 | -8 | -10 | -8 | 1.0 | 11 | 2 | -9 | -6
COc1ccc(CNC(=O)C(C)N2C(=O)NC(c3ccccc3)(c3ccccc3)C2=O)cc1 (centres undefined) | 98 | 2 | 23 | 5 | -7 | -5 | 1.1 | -6 | -23 | -8 | -5
CC(=O)Oc1ccc(C(=O)Nc2cccc(C(=O)c3ccc(C)c(C)c3)c2)cc1 | 101 | . | 84* | 8 | -7 | 1 | 1.8 | 14 | -84 | -8 | -13
COc1ccc(CCNC(=O)c2cccc(S(=O)(=O)N3CCCCCC3)c2)cc1 | 106 | 0 | 19 | -7 | -3 | -3 | -1.8 | 0 | -19 | 3 | -6
O=C(CCCC(=O)OCC(=O)c1cccs1)Nc1ccc(Oc2ccccc2)cc1 | 109 | 0 | -7 | 121 | -1 | 2 | -1.2 | -11 | 7 | -1 | 5
CC(C)CN(C(=O)CC1CCCC1)c1c(N)n(Cc2ccccc2)c(=O)[nH]c1=O | 88 | 6 | -12 | -8 | -4 | 0 | -0.7 | 6 | 12 | -14 | -7
NCC(O)COCCC12CC3CC(CC(C3)C1)C2 (centres undefined) | 100 | 2 | 0 | 3 | -8 | 1 | -1.4 | -9 | 0 | -9 | -2
COC(=O)[C@H](CCSC)NC(=O)Nc1cccc(C)c1C | 96 | -1 | . | 4 | -2 | . | -4.0 | 3 | . | 2 | -6
O=C(O)c1cnc(N2CCOCC2)nc1 | 101 | -7 | -5 | 8 | -5 | 9 | 1.5 | -10 | 5 | -7 | -4
CN(C)c1ccc(/C(=N\O)C(F)(F)F)cc1 | 111 | 0 | -4 | -4 | 9 | -1 | 1.0 | 34 | 4 | -8 | 7
Cc1cccc(OCC(=O)NCC(=O)N/N=C/c2cccnc2)c1 | 106 | -3 | -23 | -2 | -12 | . | 3.6 | 2 | 23 | -2 | -2
Cn1ccnc1SCCC#N | 109 | -1 | -11 | 622 | 1 | -13 | -0.1 | 11 | 11 | 11 | 5
CCC(=O)N1CCc2cc(S(=O)(=O)NC(C(=O)NCc3ccccc3)C(C)C)ccc21 (centres undefined) | 97 | 5 | 6 | 15 | -3 | . | 0.6 | 1 | -6 | -13 | 2
NNC(=O)c1csc(COc2cc(Cl)cc(Cl)c2)n1 | 90 | -1 | -3 | 14 | . | . | -1.4 | -2 | 3 | . | 5
COc1ccccc1NC(=O)CC1COc2ccccc2O1 (centres undefined) | 101 | -5 | -8 | 1 | -16 | 5 | 3.0 | -5 | 8 | 8 | 2
Cc1noc(C)c1C(=O)Nc1cccc(S(=O)(=O)N2CCCCC2)c1 | 102 | -2 | -8 | 6 | -17 | -1 | 1.0 | 0 | 8 | -8 | -2
C[C@H](NC(=O)c1nc[nH]c1C(=O)NCc1ccc(CNC(=O)OC(C)(C)C)cc1)c1ccccc1 | 103 | . | 57 | -23 | -4 | -6 | 0.9 | 1 | -57 | -13 | -11
CCN(CCO)C(=O)C12CCC(C)(C(=O)C1)C2(C)C (centres undefined) | 105 | 10 | -4 | -2 | 5 | 0 | -1.0 | -5 | 4 | 1 | 1
Cc1cc(C)c(S(=O)(=O)N2CCCC2CNC(=O)c2ccc3c(c2)OCO3)c(C)c1 (centres undefined) | 108 | -2 | 18 | -12 | -3 | 2 | -0.4 | 35 | -18 | 4 | -8
Cc1c(C(=O)N2CCOCC2)c(S(=O)(=O)Nc2cccc(C#N)c2)c(C)n1C | . | 1 | -14 | 321 | -3 | -5 | 3.4 | 1 | 14 | 1 | -2
CCc1ccc(NC(=O)C(CC)c2ccccc2)cc1 (centres undefined) | . | -3 | -9 | 7 | -1 | 22 | -1.3 | 7 | 9 | -1 | 0
CCCCNC(=O)[C@@H]1CC=C[C@@H]2CCN(C3CC3)C(=O)[C@@H]21 | 104 | . | -5 | -11 | 2 | -8 | -0.1 | 7 | 5 | 1 | 6
Cc1cc(C)nc(NC(=O)Cc2ccc(Br)cc2)n1 | 119 | -2 | 17 | -7 | -5 | -13 | 1.6 | -50 | -17 | 6 | 0
CC(=O)Nc1nc(C)nc(C)c1C(C)=O | 112 | 0 | -25 | 23 | 10 | -7 | -0.9 | -10 | 25 | 9 | 11
COc1cc(NC(=O)c2cccnc2Sc2ccc(Cl)cc2)cc(OC)c1OC | 103 | -3 | 8 | 176 | -2 | 6 | -0.2 | -1 | -8 | -14 | -3
O=c1[nH]c(CN2CCOCC2)nc2ccccc12 | 103 | 1 | -20 | -5 | -10 | -1 | -1.4 | -9 | 20 | 6 | -13
COc1ccc(C(=O)COc2ccc(F)cc2)c(O)c1C | 96 | -1 | 55 | 13 | 2 | 9 | 1.0 | -16 | -55 | 0 | -2
Cc1nn(-c2ccccc2)c(N)c1N=Nc1cccnc1 | 93 | 7 | 26 | . | -2 | 97* | 0.3 | 29 | -26 | -10 | -1
